EPAC2 agonist: qHTS for Agonist of cAMP-regulated guanine nucleotide exchange factor 4 (EPAC2): primary screen | Rap guanine nucleotide exchange factor 4 (Homo sapiens), Q8WZA2 | EPAC2 activation, biochemical qHTS; response scale: 100% = 6.5 mM cAMP response | Potency, µM (top dose mostly 154 µM), without a hit: at the highest dose activation, usual class: activators | 0.079% of 360,000 active | AID 720711, 2013; note: potency is the fitted concentration of half-maximal effect; nearly all actives have a fitted effect of over 50% in size
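Guanine nucleotide exchange by EPAC2 is measured as reduced fluorescence of BODIPY-GDP once it is released from 250 nM Rap1B. Plates are read kinetically for 30 min at room temperature; results are scaled to 6.5 mM cAMP.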
TDP43 rescue: qHTS of TDP-43 Inhibitors; AID 652104, 2013; TDP-43 expressing yeast growth rescue, BacTiter-Glo, 24 h; 1.8% of 410,000 active; Potency, µM (titrated, usually from 46.1 µM), for the others: at the highest dose growth rescue (activation), most hits filed as activators; note: potency is the fitted concentration of half-maximal effect; % of control where 0% means no effect; nearly all actives have a fitted effect of over 50% in size
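Galactose-induced TDP-43 yeast, OD600=0.02, compound pinned; 24 hr, 30 deg C; BacTiter-Glo luminescence for growth. Inhibitors of TDP-43 toxicity read as activators.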
Abeta rescue: qHTS for compounds that reverse cellular toxicity of Amyloid beta (A-beta) peptide in yeast: Primary Screen; Potency, µM (series often up to 46.1 µM), for the others: at the highest dose growth rescue, most hits filed as activators; 0.063% of 410,000 active; yeast expressing A-beta42, growth rescue, OD600, 48 h; response scale: 0% DMSO, 100% iron-clioquinol control; AID 1347071, 2019; note: potency is the fitted concentration of half-maximal effect; nearly all actives have a fitted effect of over 55% in size
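Growth rescue measured by 600 nm absorbance after 48 h yeast culture at 30 C with compound. Values normalized between DMSO and an equimolar ferric chloride plus clioquinol control.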
aSyn yeast inh: qHTS of alpha-syn Inhibitors | Yeast expressing alpha-synuclein, growth rescue, BacTiter-Glo, 24 h | Potency, µM (top dose mostly 46.1 µM), without a hit: at the top dose growth rescue (activation), most hits filed as activators | 0.14% of 370,000 active | AID 652106, 2013; note: potency is the fitted concentration of half-maximal effect; % of control where 0% means no effect; nearly all actives have a fitted effect of over 65% in size
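Readout is rescue of growth in alpha-synuclein-expressing yeast, so inhibitors of toxicity appear as activators. Growth after 24 hr at 30 deg C in galactose medium is quantified by luminescence.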
FUS suppressor: qHTS for Suppressors of FUS Proteinopathy: Primary screen using FUS-linked yeast assay; Potency, µM (titrated, usually from 76.6 µM), without a hit: at the highest dose growth rescue (activation), most hits filed as activators; 0.24% of 390,000 active; S. cerevisiae FUS-expressing, growth rescue, OD600, 24 h; AID 1347120, 2019;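 note: potency is the fitted concentration of half-maximal effect; plate controls were DMSO vehicle for no effect and reference control for full effect; nearly all actives have a fitted effect of over 55% in size; some results filed as inactive show a strong effect at the top dose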
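S. cerevisiae expressing FUS from galactose induction served as the toxicity model. Growth after 24hr at 30C, read as absorbance at 600 nm, indicates suppression of toxicity; compounds dosed at several concentrations.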
D3 ag: qHTS of D3 Dopamine Receptor Agonist: qHTS | D3R DiscoveRx beta-arrestin cells, luminescence, 90 min | D(3) dopamine receptor (Homo sapiens), P35462 | max activation, % | 0.58% of 410,000 active | AID 652048, 2013; in the data active = max activation above about 30%; note: 0% is about no effect; mostly tested at two doses, the higher about 12 µM
Target sequence (P35462 whole entry, looked up): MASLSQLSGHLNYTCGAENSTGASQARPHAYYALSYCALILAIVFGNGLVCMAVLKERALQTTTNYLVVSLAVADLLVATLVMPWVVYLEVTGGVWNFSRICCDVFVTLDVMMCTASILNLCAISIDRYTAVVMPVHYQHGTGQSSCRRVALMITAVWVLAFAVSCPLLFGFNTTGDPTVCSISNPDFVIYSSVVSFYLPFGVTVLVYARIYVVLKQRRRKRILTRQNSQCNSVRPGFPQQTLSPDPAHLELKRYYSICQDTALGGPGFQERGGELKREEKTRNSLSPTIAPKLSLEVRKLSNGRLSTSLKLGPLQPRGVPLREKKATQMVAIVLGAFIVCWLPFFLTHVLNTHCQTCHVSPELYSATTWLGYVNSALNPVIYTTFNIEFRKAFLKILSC
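Agonist mode: compounds and dopamine controls were applied to plated cells for 90 min at 37 degrees C after an overnight attachment at 1500 cells/well. Luminescent read-out followed 30 - 60 minutes at room temperature with DiscoveRx detection reagent.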
D3 antag: qHTS of D3 Dopamine Receptor Antagonist: qHTS; max response, negative = inhibition, %; D3R cells, DiscoveRx beta-arrestin luminescence, antagonist mode; hits give low values; 2.5% of 360,000 active; in the data active = max response below about -50%; inconclusive = no clear call, values can overlap the other calls; note: % is set by controls: 0 for no effect and ±100 for the full control effect; mostly tested at two doses, the higher about 12 µM
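Cells plated overnight at 1500 cells/well, then exposed to library compounds with dopamine controls for 90 minutes at 37 degrees C. DiscoveRx reagent added for 30–60 minutes at room temperature; luminescence read, quantitative HTS format.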
EPAC2 antagonist: qHTS for Antagonist of cAMP-regulated guanine nucleotide exchange factor 2 (EPAC2): primary screen | Rap guanine nucleotide exchange factor 4 (Homo sapiens), Q8WZA2 | EPAC2 GEF exchange of Rap1B-BODIPY-GDP, fluorescence | Potency, µM (top dose mostly 114 µM), for inactives: top-dose activity, negative = inhibition, most hits filed as inhibitors | 0.18% of 360,000 active | AID 720708, 2013; note: potency is the fitted concentration of half-maximal effect; % is set by controls: 0 for no effect and ±100 for the full control effect; nearly all actives have a fitted effect of over 45% in size; many of its hits are not listed in these tables
Numbers without * were called inactive; [ ] = dose if it differs, or a comment. Unless noted, calls come from the whole dose curve; as a rule, active = well fitted curve in the direction sought with a large enough effect; inconclusive = small, poorly fitted or top-dose-only effect, or another doubt; inactive = no such curve, though single readings can be large; an effect the other way counts as inactive or inconclusive. Not all compounds are listed; the hit share may differ from the screen's.

`COc1ccc(CCNC(=O)C2CC(c3ccccc3[N+](=O)[O-])=NO2)cc1` (stereo unspecified) gave EPAC2 agonist 2%, TDP43 rescue inconclusive, Abeta rescue 5%, aSyn yeast inh 3%, FUS suppressor -8%, D3 ag 6, D3 antag 9 and EPAC2 antagonist 2%.
Screening FC(F)(F)c1cccc(Nc2nc(N3CCOCC3)nc(N3CCOCC3)n2)c1 returned EPAC2 agonist -8%, TDP43 rescue 1%, Abeta rescue -15%, aSyn yeast inh 7%, FUS suppressor -20%, D3 ag 1, D3 antag -3 and EPAC2 antagonist 2%.
For Cn1nc(C(=O)NCc2cccs2)c2ccccc2c1=O the results were EPAC2 agonist 3%, TDP43 rescue inconclusive, Abeta rescue -1%, aSyn yeast inh 7%, FUS suppressor 2%, D3 ag 3, D3 antag 19 and EPAC2 antagonist -16%.
For CCN1CCN(CCNC(=O)c2ccc(/C=C3/Sc4ccccc4N(Cc4cccc(C)c4)C3=O)cc2)CC1 the results were EPAC2 agonist 25%, TDP43 rescue -8%, Abeta rescue -13%, aSyn yeast inh -27%, FUS suppressor inconclusive, D3 ag -6, D3 antag 13 and EPAC2 antagonist inconclusive.
For COc1ccc(F)cc1-c1cc(NC=O)c2ncc(-c3cc(OC)c(OC)c(OC)c3)n2c1 the results were EPAC2 agonist 2%, TDP43 rescue inconclusive, Abeta rescue 5%, aSyn yeast inh -2%, FUS suppressor 22%, D3 ag 6, D3 antag 22 and EPAC2 antagonist 8%.
Cc1ccccc1CCNC(=O)c1ccc2c(c1)c(C)c(C)n2C was read as TDP43 rescue 23%, Abeta rescue 4%, FUS suppressor inconclusive and D3 ag 5.
Screening Cc1ccc(-c2cc(C(=O)O)c3sc(N4CCCCC4)nc3n2)cc1 returned EPAC2 agonist -4%, TDP43 rescue 6%, Abeta rescue -2%, aSyn yeast inh -1%, FUS suppressor 4%, D3 ag -9, D3 antag 0 and EPAC2 antagonist 7%.
For O=C(Nc1ccn(CCOC(=O)c2ccccc2)c(=O)n1)c1ccccc1 the results were EPAC2 agonist 1%, TDP43 rescue 0%, Abeta rescue -5%, aSyn yeast inh 3%, FUS suppressor 7%, D3 ag 1, D3 antag 8 and EPAC2 antagonist 8%.
CCOc1ccc(NC(=O)C2CCN(c3nnc(C)c4c(C)n(-c5ccccc5)nc34)CC2)cc1 was read as TDP43 rescue 10%, Abeta rescue -6%, FUS suppressor 8% and D3 ag 3.
`CCC(NC(=O)C1CCC1)c1ccc(C)cc1` (stereo unspecified) gave EPAC2 agonist -3%, TDP43 rescue -7%, Abeta rescue 1%, aSyn yeast inh -1%, FUS suppressor 6%, D3 ag -10, D3 antag -7 and EPAC2 antagonist -6%.
`O=C(c1ccc(CSc2nc3ccncc3[nH]2)cc1)N1CCCCC1` gave EPAC2 agonist 7%, TDP43 rescue 19%, Abeta rescue 2%, aSyn yeast inh -5%, FUS suppressor -21%, D3 ag 1, D3 antag -19 and EPAC2 antagonist 6%.
CCC(C)C(NC(=O)[C@@H](NC(=O)c1ccccc1F)C(C)C)C(=O)OC (stereo partly specified) was read as EPAC2 agonist -2%, TDP43 rescue 2%, Abeta rescue -3%, aSyn yeast inh 7%, FUS suppressor 46%, D3 ag 1, D3 antag 8 and EPAC2 antagonist 2%.
For COc1ccc(-c2ccc(OC)c([C@H]3[C@H]4C=CC[C@@H](C)[C@@H]4C(=O)N3Cc3ccccc3)c2)cc1 the results were EPAC2 agonist 3%, TDP43 rescue 6%, Abeta rescue -16%, aSyn yeast inh 8%, FUS suppressor 12%, D3 ag -56, D3 antag -52* and EPAC2 antagonist -8%.
COc1ccc(C(C)NC(=O)Nc2ccc(C(C)=O)cc2)cc1OC (stereo unspecified) was read as EPAC2 agonist -5%, TDP43 rescue -6%, Abeta rescue 2%, aSyn yeast inh 13%, FUS suppressor 5%, D3 ag -7, D3 antag 17 and EPAC2 antagonist 3%.
Screening O=C(NN=Cc1ccccc1Cl)c1ccccc1 returned EPAC2 agonist 2%, TDP43 rescue 3%, Abeta rescue 1%, aSyn yeast inh -4%, FUS suppressor 6%, D3 ag -19, D3 antag 0 and EPAC2 antagonist 3%.
COc1cc(CCC(=O)OCC(=O)Nc2ccccc2C#N)cc(OC)c1OC was read as EPAC2 agonist 7%, TDP43 rescue -12%, Abeta rescue -7%, aSyn yeast inh -10%, FUS suppressor -14%, D3 ag 2, D3 antag -5 and EPAC2 antagonist -7%[57.1 µM].
For CC12CCC(=O)N1C(C(=O)NNC(=O)COc1cccc(C(F)(F)F)c1)CS2 (stereo unspecified) the results were EPAC2 agonist 10%, TDP43 rescue 0%, Abeta rescue -12%, aSyn yeast inh 0%, FUS suppressor 4%, D3 ag -17, D3 antag inconclusive and EPAC2 antagonist 10%.
Screening COc1ccc(C(=O)NCC(C)CN(C)C)cc1 (stereo unspecified) returned EPAC2 agonist 8%, TDP43 rescue 15%, Abeta rescue 9%, aSyn yeast inh 6%, FUS suppressor -10%, D3 ag 7, D3 antag 11 and EPAC2 antagonist 9%.
Screening Cc1cccc(C)c1NC(=O)C(CCc1ccccc1)N1CCC(c2ccccc2)CC1 (stereo unspecified) returned EPAC2 agonist 9%, TDP43 rescue 10%, Abeta rescue 10%, aSyn yeast inh 0%, FUS suppressor 14%, D3 ag -8, D3 antag -19 and EPAC2 antagonist 3%.
O=C(C1CCCN(S(=O)(=O)c2ccc(Cl)cc2)C1)N1CCCC1 (stereo unspecified) was read as EPAC2 agonist 4%, TDP43 rescue -1%, Abeta rescue -5%, aSyn yeast inh 3%, FUS suppressor 9%, D3 ag 6, D3 antag 2 and EPAC2 antagonist -3%.
For COc1cc(CNC(=O)c2cc3n(n2)CCCN(Cc2cccc(F)c2)C3=O)cc(OC)c1OC the results were TDP43 rescue 11%, Abeta rescue 14%, FUS suppressor inconclusive and D3 ag 1.
For CC(C)Cn1c(N)c(/C=N/NC(=O)c2ccc(Cl)cc2)c(=O)n(C)c1=O the results were EPAC2 agonist 18%, TDP43 rescue 22%, Abeta rescue -6%, aSyn yeast inh 0%, FUS suppressor 17%, D3 ag -1, D3 antag -11 and EPAC2 antagonist -3%.
Screening COc1ccc(CCNC(=O)COc2coc(CN3c4ccccc4CC3C)cc2=O)cc1OC (stereo unspecified) returned EPAC2 agonist -2%, TDP43 rescue 24%, Abeta rescue -2%, aSyn yeast inh -2%, FUS suppressor -2%, D3 ag -1, D3 antag 4 and EPAC2 antagonist 4%.
Screening O=c1cc(CN2CCN(Cc3ccc(F)cc3)C(CCO)C2)[nH]c2ccccc12 (stereo unspecified) returned EPAC2 agonist 10%, TDP43 rescue -4%, Abeta rescue 4%, aSyn yeast inh -2%, FUS suppressor 5%, D3 ag -24, D3 antag -58* and EPAC2 antagonist 15%.
Cc1ccccc1OCC(=O)NC(=S)Nc1cccc2cc(O)ccc12 was read as EPAC2 agonist 14%, TDP43 rescue inconclusive, Abeta rescue 6%, aSyn yeast inh 1%, FUS suppressor 33%, D3 ag -2, D3 antag -8 and EPAC2 antagonist -10%.
Screening Cn1ncc2c(NCc3cccc(Cl)c3)ncnc21 returned TDP43 rescue 14µM*, Abeta rescue -6%, FUS suppressor -8% and D3 ag -7.
`O=C(NCCCNC(=O)C(F)(F)C(F)F)C(F)(F)C(F)F` gave EPAC2 agonist -1%, TDP43 rescue 12%, Abeta rescue 20%, aSyn yeast inh 3%, FUS suppressor -21%, D3 ag 1, D3 antag 2 and EPAC2 antagonist 5%.
`O=C(COC(=O)/C=C/c1ccc(Cl)cc1)NCCN1C(=O)CSC1=O` gave EPAC2 agonist -2%, TDP43 rescue -8%, Abeta rescue -7%, aSyn yeast inh 0%, FUS suppressor 1%, D3 ag -2, D3 antag 11 and EPAC2 antagonist 7%.
Screening CCOC(=O)c1c(C(F)(F)F)nc2ncccn12 returned EPAC2 agonist -2%, TDP43 rescue -15%, Abeta rescue -5%, aSyn yeast inh -12%, FUS suppressor 21%, D3 ag -1, D3 antag 7 and EPAC2 antagonist 3%.
For COC(=O)c1sc2ccccc2c1-n1cccc1C(=O)C(=O)Nc1ccc(C)cc1 the results were EPAC2 agonist 7%, TDP43 rescue 13%, Abeta rescue 17%, aSyn yeast inh 5%, FUS suppressor 6%, D3 ag -2, D3 antag inconclusive and EPAC2 antagonist 11%.
Screening COc1cccc(NC(=O)CSc2ncnc3c2oc2ccccc23)c1 returned EPAC2 agonist 2%, TDP43 rescue -6%, Abeta rescue -12%, aSyn yeast inh 4%, FUS suppressor -24%, D3 ag 5, D3 antag 3 and EPAC2 antagonist 5%.
COc1cc(C(C)=O)ccc1OC(=O)c1cc2cccc(OC)c2oc1=O was read as EPAC2 agonist 1%, TDP43 rescue -15%, Abeta rescue 9%, aSyn yeast inh 10%, FUS suppressor -2%, D3 ag 4, D3 antag -15 and EPAC2 antagonist 3%.
CCCN1C2CCCC1CC(NC(=O)c1cccc(OC)c1)C2 (stereo unspecified) was read as EPAC2 agonist 0%, TDP43 rescue -8%, Abeta rescue 1%, aSyn yeast inh 0%, FUS suppressor 1%, D3 ag 0, D3 antag 10 and EPAC2 antagonist 7%.
Screening COc1ccc(NC(=O)c2cc(C3CCCCN3S(=O)(=O)c3cn(C)cn3)on2)c(C)c1 (stereo unspecified) returned EPAC2 agonist 6%, TDP43 rescue 2%, Abeta rescue -5%, aSyn yeast inh 1%, FUS suppressor -4%, D3 ag 5, D3 antag 0 and EPAC2 antagonist 9%.
For c1ccc(CN2CCN(CCN3CCn4c3nc3ccccc34)CC2)cc1 the results were EPAC2 agonist 2%, TDP43 rescue 4%, Abeta rescue 8%, aSyn yeast inh -4%, FUS suppressor 10%, D3 ag 1, D3 antag -72* and EPAC2 antagonist -1%.
CC1=C(CC[C@@H](C)CO)OC2CC3C4CCC5CC(O)CCC5(C)C4CC(=O)C3(C)C12 (stereo partly specified) was read as EPAC2 agonist 0%, TDP43 rescue 25%, Abeta rescue -34%, aSyn yeast inh inconclusive, FUS suppressor 33%, D3 ag 25, D3 antag 92 and EPAC2 antagonist -3%.
